# GalR3 antagonist = blocks the human galanin receptor 3. inhibition, % at 3 µM. HEK293 GalR3-CNG cAMP membrane potential fluorescence; galR3 body fused to GalR1 C-terminus. AID 651719. actives 0.44% (n = 360,000);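 active = inhibition above the screen-wide average plus 3 SD, cut at about 13% in these data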;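 note: forskolin and galanin both at EC90 stimulate the cells; cAMP rise reported by CNG channel membrane potential dye signal; 0% = forskolin plus galanin with DMSO and 100% = forskolin alone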
# Target sequence (O60755 1-299 limits assumed): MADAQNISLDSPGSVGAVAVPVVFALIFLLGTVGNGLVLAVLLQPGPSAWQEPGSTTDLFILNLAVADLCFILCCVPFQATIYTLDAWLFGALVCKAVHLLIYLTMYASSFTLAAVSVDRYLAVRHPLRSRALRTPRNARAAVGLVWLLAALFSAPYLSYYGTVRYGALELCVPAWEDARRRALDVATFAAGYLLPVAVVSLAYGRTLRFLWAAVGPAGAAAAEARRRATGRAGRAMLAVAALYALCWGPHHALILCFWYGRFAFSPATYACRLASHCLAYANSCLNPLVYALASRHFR
# DNA FID counter = fluorescent intercalator displacement, NS3 helicase counter-screen. DNA fluorescent intercalator displacement, fluorescence. inhibition, % at 7.9 µM. actives 0.17% (n = 290,000); in the data active = inhibition above about 37%;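 note: 0% = vehicle and 100% = reference compound; higher means more ethidium bromide displaced from hairpin DNA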
# MEKK2 WT-MEK5 = raises or lowers MEK5 binding to wildtype human MEKK2 PB1 domain. AID 1531. bead flow cytometry, Alexa488-MEK5 binding to MEKK2 WT; actives lie on both sides. Q9Y2U5. binding response (% of control), % at 10 µM. actives 1.1% (n = 290,000); in the data active = binding response below about 67% or above about 130%
# MEKK3 PB1 HTS = raises or lowers MEK5 binding to the human MEKK3 PB1 domain; Q99759; bead-based flow cytometry, Alexa488-MEK5 binding to MEKK3; actives lie on both sides; 0 = blocked by unlabeled MEK5, 100 = vehicle; binding response (% of control), % at 10 µM; actives 1.4% (n = 290,000);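 active = binding response more than 3 SD above or below the average of its plate-row segment, actives on both sides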;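 note: Alexa488 bead fluorescence after subtracting the streptavidin-only scavenger bead signal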
# Target sequence (Q99759 whole entry, looked up, the tested form may be a part): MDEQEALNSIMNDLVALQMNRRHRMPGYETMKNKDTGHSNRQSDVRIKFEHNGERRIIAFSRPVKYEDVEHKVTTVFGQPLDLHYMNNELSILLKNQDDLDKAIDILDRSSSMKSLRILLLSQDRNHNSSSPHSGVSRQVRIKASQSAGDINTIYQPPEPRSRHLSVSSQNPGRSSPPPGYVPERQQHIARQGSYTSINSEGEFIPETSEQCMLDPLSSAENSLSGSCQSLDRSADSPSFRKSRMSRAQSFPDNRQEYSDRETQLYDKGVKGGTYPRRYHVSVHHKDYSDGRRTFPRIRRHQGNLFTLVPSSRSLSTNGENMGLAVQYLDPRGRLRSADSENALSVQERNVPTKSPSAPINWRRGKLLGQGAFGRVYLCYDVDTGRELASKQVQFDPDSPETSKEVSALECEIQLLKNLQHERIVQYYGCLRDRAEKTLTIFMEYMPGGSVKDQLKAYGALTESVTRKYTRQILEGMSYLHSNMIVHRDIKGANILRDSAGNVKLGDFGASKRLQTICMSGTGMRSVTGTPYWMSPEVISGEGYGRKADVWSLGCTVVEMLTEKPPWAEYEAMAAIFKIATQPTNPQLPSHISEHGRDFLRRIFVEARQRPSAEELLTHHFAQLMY
# HCV NS3 hel inh = inhibitors of Hepatitis C virus NS3 helicase | NS3 helicase DNA unwinding, Cy5 molecular beacon fluorescence | inhibition, % at 10.9 µM | actives 0.56% (n = 290,000);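 active = inhibition above the mean of all tested compounds plus 3 SD, set per campaign, cut at about 35% in these data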;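 note: 0% = DMSO wells and 100% = thioflavine S control wells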
#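 System: Hepatitis C virus NS3 helicase domain fragment enzyme | Reagent: Annealed dual-labelled DNA beacon duplex, ATP-started | Compound dosing: 10.9 µM single point, 0.8% DMSO | Incubation: 1 h reaction at 25 °C, ATP-initiated | Technique: Cy5 fluorescence | Evaluation: Percent inhibition from t60/t0 fluorescence ratio | Benchmarks: Low DMSO, high thioflavine S at 110 µM | Replication: Singlicate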
# MEKK2mut PB1 HTS = signal of MEK5 binding to mutant human MEKK2 PB1 domain; bead flow cytometry, Alexa488-MEK5 binding to MEKK2 mutant; percent response, % at 10 µM; actives 0.35% (n = 290,000); AID 1530; in the data active = percent response above about 24%, passing the limit was not always enough; note: inactives centre near 1; some results filed as inactive read as strong as hits
# UBC9 SUMO inh = SUMOylation inhibition. P63279. HTRF SUMOylation assay, SAE1/SAE2 + UBC9, in vitro. inhibition, % at 35 µM. actives 0.36% (n = 290,000). AID 2006; in the data active = inhibition above about 50%, passing the limit was not always enough; note: strong numbers were not always called active
# Target sequence (P63279 whole entry, looked up): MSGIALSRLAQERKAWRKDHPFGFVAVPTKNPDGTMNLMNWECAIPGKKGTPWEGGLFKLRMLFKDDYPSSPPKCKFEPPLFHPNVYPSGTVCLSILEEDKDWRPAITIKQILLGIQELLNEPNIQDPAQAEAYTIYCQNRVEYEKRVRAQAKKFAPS
# CRFR2-BP antag = blocks CRF-induced signaling of the CRF-BP/CRF-R2 complex. HEK293 CRF-R2/CRF-BP, CRF-induced calcium fluorescence. inhibition, % at 11.8 µM. actives 0.59% (n = 350,000). AID 588475;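 active = inhibition of the ligand-induced calcium signal above about 50% at the single tested concentration, limit read from the data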
# CRFBP-R2 agonist = CRF-BP/CRF-R2 complex agonism. HEK293 CRF-R2/CRF-BP, calcium dye fluorescence (FLIPR); percent of saturating CRF peptide response. activation, % at 13.2 µM. actives 0.46% (n = 350,000). AID 588473;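 active = activation of at least 50%, plus an integration ratio under a set limit after plate pattern correction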;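 note: plate controls were neutral control wells without compound for no effect and CRF at EC100 for full effect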
# Numbers without * were called inactive; / = not tested or not shown; [ ] = another dose, or the depositor's remark. This is a subset. The share of hits here may be higher or lower than overall.
# The opening four records, ahead of the listing:
SMILES,GalR3 antagonist,DNA FID counter,MEKK2 WT-MEK5,MEKK3 PB1 HTS,HCV NS3 hel inh,MEKK2mut PB1 HTS,UBC9 SUMO inh,CRFR2-BP antag,CRFBP-R2 agonist
COc1cc(/C=C/C(=O)OCC(=O)N(C)C2CCS(=O)(=O)C2)ccc1OC(F)F (centres undefined),-1,-11,99,100,5,-4,1,7,-0.6
c1coc(CNCCCN2CCOCC2)c1,1,1,105,101,4,4,-1,19,-2.8
COc1ccccc1/C=N/NC(=O)CSc1cc(C)nc2ccccc12,-9,-11,99,103,1,0,11,-16,-0.7
O=C(C1CCN(S(=O)(=O)c2cccnc2)CC1)N1CCCCC1,-3,-2,94,96,3,-4,25,-7,-0.9

# Results, repeating the preview:
SMILES,GalR3 antagonist,DNA FID counter,MEKK2 WT-MEK5,MEKK3 PB1 HTS,HCV NS3 hel inh,MEKK2mut PB1 HTS,UBC9 SUMO inh,CRFR2-BP antag,CRFBP-R2 agonist
COc1cc(/C=C/C(=O)OCC(=O)N(C)C2CCS(=O)(=O)C2)ccc1OC(F)F (centres undefined),-1,-11,99,100,5,-4,1,7,-0.6
c1coc(CNCCCN2CCOCC2)c1,1,1,105,101,4,4,-1,19,-2.8
COc1ccccc1/C=N/NC(=O)CSc1cc(C)nc2ccccc12,-9,-11,99,103,1,0,11,-16,-0.7
O=C(C1CCN(S(=O)(=O)c2cccnc2)CC1)N1CCCCC1,-3,-2,94,96,3,-4,25,-7,-0.9
COc1ccccc1N1CCN(S(C)(=O)=O)CC1,5,-4,103,105,9,-3,10,9,-0.4
O=C1C2(CCCC13COC(c1ccc(O)cc1)OC3)COC(c1ccc(O)cc1)OC2 (centres undefined),2,-2,90,87,12,-7,33,0,2.2
COc1ccc(C(=O)OCC(=O)c2cc(OC)ccc2OC)c(OC)c1,0,-24,109,111,4,10,15,0,-0.6
Cc1sc2ncnc(SCC(=O)NNC(=O)c3ccco3)c2c1C,0,-5,98,97,12,2,-1,8,-1.5
CCOC(=O)c1c(C)oc2ccc(O)c(CN3CCCCC3)c12,-11,4,96,104,5,6,-4,-13,0.0
CCOC(=O)c1cnc(SC)nc1Oc1cccc(NS(=O)(=O)c2ccc(F)cc2)c1,-1,-2,90,100,3,-6,4,-46,-0.6
COc1cccc(N=Nc2c(N)[nH]n3c(=O)cc(-c4ccccc4)nc23)c1,0,-1,107,108,14,17,-29,21,-0.7
COc1cccc(NC(=S)NCc2ccc3c(c2)cc(C)n3C)c1,-7,0,86,84,-67,-14,-26,-2,0.5
COc1ccc(S(=O)(=O)N2CCCCCC2)cc1C(=O)N1CCCCC1,6,-30,108,106,-1,9,19,-9,1.6
Cc1ccc(F)cc1NC(=O)c1ccc(NS(=O)(=O)c2ccc(Br)s2)cc1,-10,-8,100,105,6,-1,-3,2,-0.1
O=C(COc1ccccc1/C=C1\SC(=O)NC1=O)Nc1ccc(F)cc1,-5,-16,102,103,15,3,23,4,-1.0
CN1CCN(C2=Cc3ccccc3Sc3cc(F)c(Cl)cc32)CC1,-12,23,134*,99,-69,10,-47,-75,17
CC(C)Oc1cccc(C(=O)C2CCCN(Cc3ccc(Oc4ncccn4)cc3)C2)c1 (centres undefined),-3,13,99,92,-7,-5,11,8,-3.1
COc1ccc(CN2C3CCCC2CC(NC(=O)c2cccc(F)c2)C3)cc1 (centres undefined),-10,4,113,102,-4,9,9,-13,-1.2
O=C(Nc1ccc(F)cc1F)C1CCN(S(=O)(=O)c2cccnc2)CC1,-8,-5,99,99,4,-2,1,-22,2.0
CCC(=O)N(C)CCc1cc2c(c(OC)c1/C=N/NC(=O)[C@H]1C[C@@H]1c1ccccc1)OCO2,-6,-44,99,106,-12,17,11,-8,2.0
COCCOc1cc(N(CC(=O)N(C)C)S(=O)(=O)c2ccccc2)c(Cl)cc1Cl,-3,-29,108,105,12,8,10,-31,-2.0
CCOC(=O)C1=NNC2(c3ccc(Cl)cc3)C(=O)N(c3cc(C)cc(C)c3)C(=O)C12 (centres undefined),-4,-5,91,102,-9,3,18,17,-0.5
COC(=O)c1ccc2nc(NC(=O)C(C)(C)C)sc2c1,-6,-10,103,118,9,-1,13,-12,0.6
Nc1c(N2CCOCC2)cc(Cl)c2nonc12,-1,-8,100,100,22,-2,101,1,-0.6
NCCc1nnc(SCc2ccccc2Cl)o1,-5,1,89,92,-7,-3,10,-11,0.0
N#Cc1cccnc1Nc1ccc(Cl)cc1,-6,-5,98,99,13,-4,13,-16,-0.3
CCC1=C(OC(=O)N(CC)CC)N2C(=O)OC(=NCCc3c[nH]c4ccccc34)[C@]2(C)[C@H]2C1=CC[C@H]1C(=O)N(CC)C(=O)[C@H]12,-6,/,98,113,/,7,1,5,-1.5
O=C1Nc2ccccc2/C1=C\c1cccn1-c1ccc(OC(F)(F)F)cc1,-3,-9,92,101,10,-8,-10,-12,2.6
COc1cccc(-c2nn(-c3ccccc3)cc2C(=O)n2nnc3ccccc32)c1,-5,-3,111,115,1,8,-11,-7,-0.7
c1ccc(CSc2nnc3ccc(-c4cccs4)nn23)nc1,-4,-19,92,105,10,197*,33,-7,4.3
Cc1cc(-c2csc(NC(=O)c3ccc(C#N)cc3)n2)c(C)n1Cc1ccco1,-1,-18,107,105,58*,6,62,20,7.6
OCC1(Cc2ccc(F)cc2)CCCN(CCc2ccccc2)C1 (centres undefined),-7,2,110,104,-18,5,12,-3,-0.9
O=C(NC1CCS(=O)(=O)C1)c1cccc(S(=O)(=O)N2CCCCCC2)c1 (centres undefined),-10,-10,104,102,0,6,15,2,1.7
O=C(Nc1nccs1)C1CC(=O)N(CCc2ccc(F)cc2)C1 (centres undefined),-4,-8,99,100,13,-1,16,-3,-0.1
O=S(=O)(O/N=C1\CCCc2ccccc21)c1ccccc1,3,2,109,108,5,14,18,1,-0.5
CCOP(=O)(OCC)C(Nc1ccc(C(=O)O)cc1)c1ccccc1 (centres undefined),-5,-2,111,110,-7,4,24,6,0.4
COc1ccc(-c2ccc(SCC(=O)c3cccs3)nn2)cc1,-1,-11,100,98,-2,1,4,-9,8.6
CCOC(=O)CCSc1n[nH]c(=S)s1,-1,-12,98,100,14,-10,13,4,1.1
CCCCc1ccc(NC(=S)N2CCN(c3ccccn3)CC2)cc1,-6,-14,108,102,-5,6,4,2,0.4
COC(=O)c1ccsc1NC(=O)c1ccccc1,-2,3,104,104,2,-2,6,-15,0.2
C=CCN(c1ccccc1Cl)S(=O)(=O)c1cc(C(=O)N2CCCC2)ccc1Cl,-4,-36,92,92,-5,-13,10,2,-1.1
COC(C(=O)Nc1cccc(F)c1)c1ccccc1 (centres undefined),1,2,107,105,5,4,7,7,-1.2
O=[N+]([O-])c1ccc(CN2CCCCCC2)cc1,-10,0,114,105,-2,7,-6,3,-0.5
O=C(CSc1ncccc1-c1nc2ccccc2[nH]1)N1CCc2ccccc21,-2,-1,97,98,4,-2,-16,26,-0.6
Cc1onc(-c2c(F)cccc2Cl)c1-c1nnc(-c2cccc3ccccc23)o1,-3,-7,102,102,-4,0,22,-3,1.9
COc1ccc(C2CC(=O)c3cnc(NC(=O)c4ccccc4)nc3C2)c(OC)c1 (centres undefined),-2,-2,101,102,-1,1,1,-2,-2.0
Cc1ccc2nc(C3CCCN3Cc3nc(CCC(C)C)no3)[nH]c2c1 (centres undefined),-1,-9,108,106,11,7,-9,-2,-0.6
COc1ccc(CCNC(=O)CCCc2ccccc2)cc1OC,-10,-21,100,103,9,0,-12,9,-0.5
Cn1c(=O)c(=O)n(C)c2cc(S(=O)(=O)NCCOc3ccccc3)ccc21,-5,4,99,101,-2,-2,16,20,0.4
COc1ccc(NC(=O)C2CCN(S(C)(=O)=O)CC2)c(OC)c1,-1,3,104,102,2,3,16,3,-1.6
CCOC(=O)C1CCCN(C(=O)c2cc3nc(-c4cccc(OC)c4)cc(C(F)(F)F)n3n2)C1 (centres undefined),1,-1,/,/,-1,/,8,-7,-0.5
CC(=O)C1=C(O)C(=O)N(Cc2cccnc2)C1c1ccc(C)cc1 (centres undefined),-8,-5,97,100,1,0,-16,/,/
COc1cc(OC)c(S(=O)(=O)Nc2ccc(C(=O)N3CCCC3)cc2)cc1NC(C)=O,-1,-11,97,100,2,-5,1,-30,11
Cc1ccc(C)n1-c1nn(S(=O)(=O)c2cccc3cccnc23)c2cccc(F)c12,2,-9,89,98,20,-10,20,9,0.1
CC1=C(C(=O)N(C)C)C(c2cccs2)NC(=O)N1 (centres undefined),-2,-7,94,76,12,2,13,3,4.7
CS(=O)(=O)c1nc(S(=O)(=O)c2ccc(Cl)cc2)c(N2CCC3(CC2)OCCO3)s1,-5,-25,101,102,-4,1,-2,-8,-0.5
Cc1ccc2[nH]c(=O)c(CN(CCCN3CCOCC3)C(=O)Nc3ccc(Cl)cc3)cc2c1,-5,-4,120,104,-3,7,11,-20,-1.6
CN(C)S(=O)(=O)c1ccc(Cl)c(C(=O)NCc2ccco2)c1,/,1,102,102,-1,6,8,4,2.8
Nc1nc(Nc2ccccc2)nc2c1ncn2[C@@H]1O[C@H](CO)[C@@H](O)[C@H]1O,6,/,103,102,/,1,/,-7,2.5
COc1ccc(CN2CCCC(CNC(=O)c3ccc(F)cc3)C2)c(F)c1 (centres undefined),-7,5,102,100,2,0,-18,-1,-1.7

# Other compounds
SMILES,GalR3 antagonist,DNA FID counter,MEKK2 WT-MEK5,MEKK3 PB1 HTS,HCV NS3 hel inh,MEKK2mut PB1 HTS,UBC9 SUMO inh,CRFR2-BP antag,CRFBP-R2 agonist
COc1ccc(OC)c(C2C=C(c3ccc(C)c(C)c3)Nc3nnnn32)c1 (centres undefined),-3,/,0.0*[inhibitor],1.0*[inhibitor],/,-47,-2,-11,1.7
CCOC(=O)c1cc(-c2ccccc2)sc1NC(=O)CCN1C(=O)c2ccccc2C1=O,1,-1,32*[inhibitor],97,-8,1,-14,-7,2.5
O=S(=O)(NCc1csc(-c2cccnc2)n1)c1ccc(Cl)s1,/,-6,103,94,-8,4,11,17,-0.4
CCOc1ccc(N(C)S(=O)(=O)c2cc(-c3cc(C)no3)ccc2C(C)C)cc1,3,-17,101,103,-2,-5,-21,3,0.5
O=C(NC(=S)NNC(=O)c1cccs1)c1ccccc1,0,-6,106,102,-1,9,15,-7,27
CCN(CC)S(=O)(=O)c1cc(C(=O)OCC(=O)c2ccc3c(c2)NC(=O)CO3)ccc1Cl,-3,-2,95,101,-3,-3,-7,1,-0.5
CC(C)(C)c1ccc(C(=O)O)c(C(=O)c2ccccc2)c1,-10,-25,105,106,1,7,10,8,0.5
O=C1C(=O)N(Cc2cccc([N+](=O)[O-])c2)c2ccccc21,-1,3,96,93,6,-3,-2,-13,-2.1
Cc1ccccc1CSc1nnc(-c2ccccn2)n1C,2,-18,99,97,-11,-16,9,-7,0.2
CCOc1c(OC)cc(C2C(C#N)=C(N)Oc3n[nH]c(-c4ccncc4)c32)cc1OC (centres undefined),-2,4,91,94,3,-1,11,1,-1.8
CC(C)(C)c1cc(OC(=O)c2ccccc2F)ccc1O,-5,13,97,105,-2,-7,5,-7,2.4
COc1ccc(NC(=O)CCSc2ccc(C)cc2)cc1,-3,-19,89,89,5,-2,-3,22,-8.9
Cc1cccc(C)c1NC(=O)CCCN1CC(C)OC(C)C1 (centres undefined),5,-4,108,106,1,2,14,5,-0.4

# From PubChem BioAssay
